Screening results from PubChem BioAssay.
TexasRed fluor: Total Fluorescence Counterscreen for Inhibitors of the Interaction of Thyroid Hormone Receptor and Steroid Receptor Coregulator 2; 280,000 tested, 0.29% active; Potency, µM (titrated, usually from 106 µM), for inactives: at the top dose fluorescence change, negative = quenching; TRb/SRC2 Texas Red total fluorescence interference; active = well fitted curve in either direction with a large enough effect; inconclusive = small, poorly fitted or top-dose-only effect
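Human TRβ ligand-binding domain (0.6 uM) and Texas Red SRC2 peptide (20 nM) in Tris buffer with 1 uM T3 and 5% DMSO were incubated with pinned compound for 5 hr at ambient temperature. Total fluorescence was computed as S + 2P (555/632 nm).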
Tau fibril FP: qHTS for Inhibitors of Tau Fibril Formation, Fluorescence Polarization. Microtubule-associated protein tau (Homo sapiens), P10636. K18 P301L tau heparin fibrillization, Alexa594 FP, 6 h. Potency, µM (highest dose often 57.7 µM), inactives show top-dose activity, negative = inhibition, usual class: inhibitors. 280,000 tested, 0.39% active. AID 1468, 2008; note: nearly all actives have a fitted effect of over 55% in size
Target sequence (P10636 561-689 P618L limits assumed): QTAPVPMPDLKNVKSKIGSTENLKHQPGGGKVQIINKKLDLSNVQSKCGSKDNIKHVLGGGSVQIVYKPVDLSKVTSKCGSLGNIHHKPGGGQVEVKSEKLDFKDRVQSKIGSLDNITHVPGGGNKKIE
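FP of Alexa 594-tau after heparin (20 uM) induction. Substrate: human K18 P301L, 15 uM unlabeled, 0.24 uM labeled. Buffer 100 mM sodium acetate pH 7. 6 hr, 37 C.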
Tau fluor cs: Counterscreen qHTS for Inhibitors of Tau Fibril Formation, Fluorescence Polarization; tau K18 P301L Alexa594 fluorescence, heparin fibrillization; Potency, µM (top dose mostly 57.7 µM), for the others: at the top dose activity change, negative = decrease; 280,000 tested, 0.93% active; note: nearly all actives have a fitted effect of over 55% in size
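Human tau K18 P301L (15 uM unlabeled, 0.24 uM Alexa 594-labeled) in 100 mM sodium acetate pH 7 with 20 uM heparin, 6 hr at 37 C. ThT 30 uM added, 1 hr ambient; Alexa 594 FP and total fluorescence read at 555/632 nm.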
aGal spleen mod: qHTS Assay for Inhibitors and Activators of Human alpha-Galactosidase From Spleen Homogenate; Alpha-galactosidase A (Homo sapiens), P06280; human spleen homogenate, 4MU-alpha-Gal fluorescence, 40 min; Potency, µM (series often up to 80 µM), without a hit: at the top dose activity change, negative = inhibition, hits mostly inhibitors; 240,000 tested, 0.008% active; AID 2107, 2009;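 note: 0% = enzyme with vehicle and -100% = no enzyme basal signal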
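Human spleen homogenate (1 ug) as enzyme source, 4-methylumbelliferyl-alpha-D-galactopyranoside 1 mM final, citrate/phosphate pH 5.0 with 0.01% Tween-20. Compounds 40 min at 37C, NaOH/glycine stop; fluorescence Ex 365/Em 440, Hill-fit AC50.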
L3MBTL1 block: qHTS Assay for the Inhibitors of L3MBTL1; 230,000 tested, 0.66% active; AlphaScreen L3MBTL1–H3K9me1 peptide binding; Lethal(3)malignant brain tumor-like protein 1 (Homo sapiens), Q9Y468; Potency, µM (doses to about 57.1 µM), for the others: top-dose activity, negative = inhibition, actives largely listed as inhibitors; note: nearly all actives have a fitted effect of over 60% in size
Target sequence (Q9Y468 whole entry, looked up): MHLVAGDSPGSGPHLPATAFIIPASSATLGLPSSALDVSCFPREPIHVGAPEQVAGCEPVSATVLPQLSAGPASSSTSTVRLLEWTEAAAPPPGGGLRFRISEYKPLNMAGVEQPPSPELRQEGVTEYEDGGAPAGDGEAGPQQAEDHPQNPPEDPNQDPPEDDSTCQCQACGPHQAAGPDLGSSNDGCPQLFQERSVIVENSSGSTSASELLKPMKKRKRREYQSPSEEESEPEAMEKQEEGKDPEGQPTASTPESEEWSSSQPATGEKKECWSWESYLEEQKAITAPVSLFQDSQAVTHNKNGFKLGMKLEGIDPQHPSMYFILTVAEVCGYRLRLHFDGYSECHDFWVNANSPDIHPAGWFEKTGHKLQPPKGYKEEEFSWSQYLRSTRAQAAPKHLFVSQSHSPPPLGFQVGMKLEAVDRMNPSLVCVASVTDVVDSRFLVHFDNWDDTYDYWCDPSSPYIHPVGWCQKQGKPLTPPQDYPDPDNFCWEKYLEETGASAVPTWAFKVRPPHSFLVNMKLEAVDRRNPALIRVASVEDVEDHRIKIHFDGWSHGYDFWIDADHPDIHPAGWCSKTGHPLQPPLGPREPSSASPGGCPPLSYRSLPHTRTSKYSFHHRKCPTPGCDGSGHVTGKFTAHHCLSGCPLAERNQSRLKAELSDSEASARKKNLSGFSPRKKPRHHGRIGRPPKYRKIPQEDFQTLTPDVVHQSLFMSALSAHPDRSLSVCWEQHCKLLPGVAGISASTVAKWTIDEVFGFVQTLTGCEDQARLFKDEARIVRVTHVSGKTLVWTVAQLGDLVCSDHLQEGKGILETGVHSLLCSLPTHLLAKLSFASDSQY
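AlphaScreen assay: L3MBTL1 (50 nM final) was preincubated 30 min at room temperature with biotinylated H3(1-15)K9me1 peptide (75 nM final), then 30 min with library compounds; streptavidin donor and nickel chelate acceptor beads (10 ug/mL final) added, 30 min dark.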
Tau ThT inhib: qHTS for Inhibitors of Tau Fibril Formation, Thioflavin T Binding | Microtubule-associated protein tau (Homo sapiens), P10636 | recombinant tau K18 P301L (four-repeat tau fragment), heparin-induced fibrillization, ThT fluorescence | Potency, µM (series often up to 57.4 µM), without a hit: top-dose activity, negative = inhibition, most hits filed as inhibitors | 270,000 tested, 2.1% active; note: nearly all actives have a fitted effect of over 55% in size
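In this qHTS, human K18 P301L tau is incubated with compound and heparin for 6 hr at 37 C, and Thioflavin T fluorescence then reports fibril load.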
TRb-SRC2 inh: qHTS for Inhibitors of the Interaction of Thyroid Hormone Receptor and Steroid Receptor Coregulator 2. AID 1469, 2008. TRbeta-SRC2 peptide binding, fluorescence polarization; receptor liganded with 1 µM T3. Thyroid hormone receptor beta (Homo sapiens), P10828. Potency, µM (highest dose often 106 µM), for inactives: at the top dose activity change, negative = inhibition, hits mostly inhibitors. 280,000 tested, 0.065% active;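 note: plate controls were bound peptide for no effect and peptide without receptor for full effect; nearly all actives have a fitted effect of over 50% in size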
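Compounds were added to 0.6 uM TRb ligand-binding domain and 20 nM Texas Red-labeled SRC2 peptide in Tris buffer containing 1 uM T3, incubated 5 hr at ambient temperature, then read by fluorescence polarization.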
ALDH1A1 block: qHTS Assay for Inhibitors of Aldehyde Dehydrogenase 1 (ALDH1A1); Potency, µM (doses to about 75.3 µM), for inactives: at the highest dose activity, negative = inhibition, hits mostly inhibitors; 220,000 tested, 7.3% active; Purified ALDH1A1, NADH fluorescence, propionaldehyde substrate; active = well fitted inhibition curve with a large enough effect, not every such curve was filed as active; inconclusive = small, poorly fitted or top-dose-only effect, or another doubt; inactive = no such curve, though single readings can be large or run the other way;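 note: plate controls were no enzyme wells and a reference inhibitor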
* = called active by the depositor; ? = inconclusive; . = not tested or not shown; & = joins results of further samples; [ ] = dose if it differs, or a comment. Unless noted, calls come from the whole dose curve; as a rule, active = well fitted curve in the direction sought with a large enough effect; inconclusive = small, poorly fitted or top-dose-only effect, or another doubt; inactive = no such curve, though single readings can be large; an effect the other way counts as inactive or inconclusive. Unless noted, % is set by controls: 0 for no effect and ±100 for the full control effect; potency is the fitted concentration of half-maximal effect.

Molecule | TexasRed fluor | Tau fibril FP | Tau fluor cs | aGal spleen mod | L3MBTL1 block | Tau ThT inhib | TRb-SRC2 inh | ALDH1A1 block
COc1ccc(-c2nnn3c2nc(NCc2ccccc2)c2ccccc23)cc1 | 1%&-1% | -3%&7% | -10%&-10% | 10% | 5% | -10%&7% | 5%&-4% | 3%
CC1CCCN(C(=O)c2ccncc2)C1 (centres undefined) | -6% | 5% | 3% | -3% | -5%[11.4 µM] | 5% | -5% | 3%
Cc1cc2cc(CN(CCCO)S(=O)(=O)c3cccc4nsnc34)c(=O)[nH]c2cc1C | -8% | -1% | -2% | -8% | 5% | -5% | -2% | -1%
COCc1ccc(CN2CCC(CO)(CC3CCCCO3)CC2)o1 (centres undefined) | -5% | 9% | 18% | 1% | 7% | 6% | 4% | 6%
C=CCc1ccc(OCC(O)COc2ccc(CC=C)cc2OC)c(OC)c1 | -4% | 8% | -6% | -24% | . | ? | 12% | 10µM*
COC(=O)c1ccc(C(NC(=O)OCc2ccccc2)/C(C)=C/[C@@H](C)C(=O)NCCO)cc1 (some centres undefined) | -5% | 4% | -24% | 3% | . | -18% | 0% | ?
c1ccc(Cn2nnnc2C(c2ccncc2)N2CCOCC2)cc1 (centres undefined) | -3% | 2% | 0% | 1% | 1% | 4% | -3% | 6%
CSc1nc(N)n(-c2cc(C(F)(F)F)ccn2)n1 | -1% | 0% | 7% | -1% | -1% | 5% | 0% | .
Cc1ccc(SCc2cc(=O)[nH]c(N3CCN(Cc4ccccc4)CC3)n2)cc1 | -4% | 0% | 1% | 2% | . | 0% | -3% | ?
COCCn1c(CN2CCC(Cc3ccccc3)CC2)nc2c1c(=O)n(C)c(=O)n2C | 1% | -14% | -13% | -4% | 5% | -5% | -4% | 7%
O=P(c1ccccc1)(c1ccccc1)C(O)c1ccccn1 (centres undefined) | -1% | -11% | -2% | 11% | -12% | -4% | 3% | .
Cc1nn(-c2ccccc2)c(C)c1NC(=O)COc1ccc(Br)cc1Cl | -3% | -1% | -11% | 6% | 8% | ? | 7% | ?
O=C(O)c1cc(N=Nc2c(O)ccc3ccccc23)cc(C(=O)O)c1 | ? | -4% | -11% | -6% | -6% | 16µM* | 12% | ?
CCOC(=O)c1cc2c(=O)n3ccccc3nc2n(CC2CCCO2)c1=NC(=O)c1cccc(C(F)(F)F)c1 (centres undefined) | -4% | 0% | -16% | . | . | -10% | 5% | .
CCC(CC)C(=O)Nc1cccc(-c2cn3cccnc3n2)c1 | -2% | -11% | -3% | . | . | 1% | -3% | .
CCOC(=O)c1c(NC(=O)C(C)N2CCN(C(=O)c3ccco3)CC2)sc2c1CCCC2 (centres undefined) | 3% | 3% | -14% | -2% | . | -17% | -22% | 22µM*
CC(C)Cc1nn2c(=O)cc(COC(=O)c3ccc(NC(=O)CCc4ccccc4)cc3)nc2s1 | -2% | -5% | 9% | . | . | 14% | -5% | .
COc1cccc(C(=O)NC(=S)Nc2cccnc2)c1 | 0% | 12% | -9% | 2% | 11% | -11% | -6% | ?
COc1ccc(C2=Nn3c(nnc3-c3ccccc3OC)SC2)cc1OC | -2%&0% | 3% | -8% | 8%&0% | 1%&9% | -13% | -8%&-9% | 13%
CCCn1c2ccccc2c2cnn(CC(=O)NCCc3ccccc3)c(=O)c21 | 0% | 4% | -1% | . | . | 4% | -9% | .
Cc1ccsc1/C=N/n1c(-c2cccnc2)n[nH]c1=S | 0% | -2% | -2% | 7% | 2% | -1% | 3% | ?
O=c1c2nncn2c2cc(C(F)(F)F)ccc2n1CCNc1ncc(C(F)(F)F)cc1Cl | -1% | -11% | -4% | 6% | . | . | 4% | .
CC(=O)Oc1ccccc1-n1c(C)nc(=O)c(-c2ccccc2)c1C | -1% | 6% | -2% | -2% | 8% | -15% | -3% | .
CCc1ccc(N=CC2=C(O)CC(c3ccco3)CC2=O)cc1 (centres undefined) | 0% | -2% | -15% | 6% | . | ? | -2% | ?
COc1ccc(NC(=O)CN(C)S(=O)(=O)c2cccc3cccnc23)cc1 | -6% | 8% | -8% | 5% | . | -13% | -3% | ?
CCNC(=S)N1CCn2cccc2C1c1ccc(F)cc1 (centres undefined) | -1% | -6% | -15% | -2% | . | -6% | -6% | 6%
Cc1ccc(C)c(N2CCN(C(=O)c3ccc4[nH]c(C)c(C)c4c3)CC2)c1 | 0% | 11% | ? | . | . | ? | -1% | .
Cc1csc(NC(=O)CCc2nc3ccccc3s2)n1 | 0% | 7% | -26% | -1% | . | ? | 2% | 1%
COC(=O)C1=C(C)n2nnnc2NC1c1cc2ccccc2o1 (centres undefined) | -1% | 8% | -3% | 2% | 2% | -2% | -13% | 0%
CCCn1c(C)cc(C(=O)COc2ccc(-c3nnco3)cc2)c1C | 1% | 6% | 1% | 1% | . | ? | 1% | 6%
COC(=O)CCN1CCN(S(=O)(=O)c2ccccc2Br)CC1 | 1% | -2% | -1% | 6% | 5% | -6% | 0% | ?
CCNC(=S)N1C2CCC1CC(NC(=O)NC1CCCCC1)C2 (centres undefined) | -3% | 5% | 2% | 0% | 2% | -5% | 1% | 9%
C/C(=N\O)C(=O)NCCN1CCCCC1 | -2% | -12% | -3% | 12% | -1% | -10% | -4% | 12%
CCNc1nc(Oc2ccc(C(=O)OC)cc2)nc(N2CCOCC2)n1 | -1% | -2% | -8% | 3% | . | -5% | 0% | .
CC(C)=CCCC(C)CN1CCC(N2CCC(C(=O)N3CCCC3)CC2)CC1 (centres undefined) | 3% | 7% | -9% | -9% | 8% | -18% | 3% | 11%
Cc1ccc(NS(=O)(=O)c2ccc(/C=C/C(=O)O)cc2)cc1Cl | 2% | -1% | 3% | 2% | -3% | -3% | 2% | -5%
C=CCc1c(C)nc(C)nc1N/N=C/c1ccc(F)cc1 | 4% | 10% | -1% | -2% | . | -1% | 1% | 7%
Cc1ccccc1Cn1nnc2c(=O)[nH]c(C3CCN(C(=O)c4ccccc4Cl)CC3)nc21 | 0% | 2% | -6% | . | . | -4% | -2% | .
CCOC(=O)c1ccc(NC(=O)CCOc2ccccc2)cc1 | -3% | -4% | -21% | 8% | . | ? | -2% | -11%
CC(=O)Nc1ccc2c3c(cccc13)C(=O)N(c1ccccc1)C2=O | -1% | 2% | 4% | 7% | 7% | -1% | 1% | ?
COC(=O)CCCCCCCCC(O)CN1CCCCC1 (centres undefined) | 2% | 7% | 7% | 1% | -9% | -4% | -7% | 5%
CC(C)(C)c1n[nH]c(=S)n(N)c1=O | -1% | 9% | 6% | 7% | 3% | -2% | -9% | -2%
COc1ccc(C(=O)CSc2nnc(C3CCCCC3)n2N)c(OC)c1 | -1% | 1% | -10% | 1% | ? | ? | 13% | ?
Cc1nnc(SCC(=O)NC(=O)Nc2ccc3c(c2)OCCO3)n1N | -7% | 7% | 3% | 0% | 49%[activator] | -1% | -6% | .
Cc1ccc(-n2c(SCc3cn4ccsc4n3)nc3ccccc3c2=O)cc1 | -5% | -1% | -18% | -8% | . | -11% | -2% | 14%
CCn1nc(C)c(CCN(C)C(=O)Nc2cc(Cl)ccc2C)c1C | 0% | 0% | 8% | . | . | 10% | -2% | .
Cc1cc(C)cc(NC(=O)CSc2nnc(-c3ccccc3C)o2)c1 | -9% | ? | -12% | -10% | 38%[activator] | 13% | 1% | 0%
CCOc1ccc(NC(=O)Cn2c(=O)n(CCCCCC(=O)NCc3ccccc3)c(=O)c3sccc32)cc1 | 6% | -8% | -14% | . | . | 10% | 4% | .
O=C(NCCc1ccc(Cl)cc1)c1ccc(CS(=O)(=O)Cc2ccc(F)cc2)o1 | -1% | ? | 1% | . | . | 5% | -11% | .
COC(=O)[C@@]1(Cc2ccc(F)cc2)[C@H]2c3cc(C(=O)N(C)C)n(Cc4ccc(O)c(OC)c4)c3C[C@H]2CN1C(=O)c1ccccc1 | -3% | 4% | -7% | 3% | . | -20% | 2% | -9%

At a glance, some entries already given:
Molecule | TexasRed fluor | Tau fibril FP | Tau fluor cs | aGal spleen mod | L3MBTL1 block | Tau ThT inhib | TRb-SRC2 inh | ALDH1A1 block
COC(=O)CCCCCCCCC(O)CN1CCCCC1 (centres undefined) | 2% | 7% | 7% | 1% | -9% | -4% | -7% | 5%
CC(C)(C)c1n[nH]c(=S)n(N)c1=O | -1% | 9% | 6% | 7% | 3% | -2% | -9% | -2%
COc1ccc(C(=O)CSc2nnc(C3CCCCC3)n2N)c(OC)c1 | -1% | 1% | -10% | 1% | ? | ? | 13% | ?
Cc1nnc(SCC(=O)NC(=O)Nc2ccc3c(c2)OCCO3)n1N | -7% | 7% | 3% | 0% | 49%[activator] | -1% | -6% | .
Cc1ccc(-n2c(SCc3cn4ccsc4n3)nc3ccccc3c2=O)cc1 | -5% | -1% | -18% | -8% | . | -11% | -2% | 14%
CCn1nc(C)c(CCN(C)C(=O)Nc2cc(Cl)ccc2C)c1C | 0% | 0% | 8% | . | . | 10% | -2% | .
Cc1cc(C)cc(NC(=O)CSc2nnc(-c3ccccc3C)o2)c1 | -9% | ? | -12% | -10% | 38%[activator] | 13% | 1% | 0%
CCOc1ccc(NC(=O)Cn2c(=O)n(CCCCCC(=O)NCc3ccccc3)c(=O)c3sccc32)cc1 | 6% | -8% | -14% | . | . | 10% | 4% | .
O=C(NCCc1ccc(Cl)cc1)c1ccc(CS(=O)(=O)Cc2ccc(F)cc2)o1 | -1% | ? | 1% | . | . | 5% | -11% | .
COC(=O)[C@@]1(Cc2ccc(F)cc2)[C@H]2c3cc(C(=O)N(C)C)n(Cc4ccc(O)c(OC)c4)c3C[C@H]2CN1C(=O)c1ccccc1 | -3% | 4% | -7% | 3% | . | -20% | 2% | -9%
